HTT ATP protect: protects HTT-Q103 PC12 cells, measured by ATP; PC12 HTT-Q103 induced, cytoprotection, ATP luminescence, 40 h; Potency, µM (titrated, usually from 56.4 µM), for the others: cytoprotection (ATP increase), usual class: activators; 0.14% of 230,000 active; AID 1471;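 note: % of control where 0% means no effect; nearly all actives have a fitted effect of over 45% in size; toxic huntingtin expression switched on by the ecdysone agonist tebufenozide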
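Cells were plated at 1500 per well in phenol red-free DMEM with 5% equine and 5% calf serum. Tebufenozide (100 nM final) and compounds were added, then ATPlite reagent, and luminescence was read.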
TR SRC2 fluor cs: counter-screen for TRb-SRC2 inhibitors: fluorescence interference; TRb/SRC2 Texas Red total fluorescence interference; Potency, µM (titrated, usually from 106 µM), inactives show at the highest dose fluorescence change, negative = quenching; 0.29% of 280,000 active; AID 1479; active = well fitted curve in either direction with a large enough effect; inconclusive = small, poorly fitted or top-dose-only effect; note: % is set by controls: 0 for no effect and ±100 for the full control effect
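Human TRb ligand-binding domain at 0.6 uM with 20 nM Texas Red SRC2 peptide in Tris buffer containing 1 uM T3 and 5% DMSO, incubated with compound 5 h at ambient temperature. Total fluorescence (555/632 nm) calculated as parallel + 2 × perpendicular.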
Tau ThT inhib: blocks human tau fibril formation measured by thioflavin T; Potency, µM (top dose mostly 57.4 µM), without a hit: top-dose activity, negative = inhibition, usual class: inhibitors; AID 1460; 2.1% of 270,000 active; recombinant tau K18 P301L, heparin-induced fibrillization, ThT fluorescence; note: % is set by controls: 0 for no effect and ±100 for the full control effect; nearly all actives have a fitted effect of over 55% in size
Target sequence (P10636 561-689 P618L limits assumed): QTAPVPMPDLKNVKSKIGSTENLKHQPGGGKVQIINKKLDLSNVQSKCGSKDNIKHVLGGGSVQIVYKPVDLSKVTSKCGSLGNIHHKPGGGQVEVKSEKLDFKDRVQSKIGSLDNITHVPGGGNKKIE
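Fibril formation assay: tau K18 P301L at 15 uM with trace Alexa 594 label, heparin inducer 20 uM, pH 7 sodium acetate buffer, 37 C for 6 hr; endpoint ThT signal.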
TRb-SRC2 inh: inhibitors of human thyroid hormone receptor beta-SRC2 interaction. P10828. TRbeta-SRC2 peptide binding, fluorescence polarization; receptor liganded with 1 µM T3. Potency, µM (doses to about 106 µM), without a hit: at the top dose activity change, negative = inhibition, actives largely listed as inhibitors. 0.065% of 280,000 active. AID 1469;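 note: plate controls were bound peptide for no effect and peptide without receptor for full effect; nearly all actives have a fitted effect of over 50% in size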
Target sequence (P10828 whole entry, looked up): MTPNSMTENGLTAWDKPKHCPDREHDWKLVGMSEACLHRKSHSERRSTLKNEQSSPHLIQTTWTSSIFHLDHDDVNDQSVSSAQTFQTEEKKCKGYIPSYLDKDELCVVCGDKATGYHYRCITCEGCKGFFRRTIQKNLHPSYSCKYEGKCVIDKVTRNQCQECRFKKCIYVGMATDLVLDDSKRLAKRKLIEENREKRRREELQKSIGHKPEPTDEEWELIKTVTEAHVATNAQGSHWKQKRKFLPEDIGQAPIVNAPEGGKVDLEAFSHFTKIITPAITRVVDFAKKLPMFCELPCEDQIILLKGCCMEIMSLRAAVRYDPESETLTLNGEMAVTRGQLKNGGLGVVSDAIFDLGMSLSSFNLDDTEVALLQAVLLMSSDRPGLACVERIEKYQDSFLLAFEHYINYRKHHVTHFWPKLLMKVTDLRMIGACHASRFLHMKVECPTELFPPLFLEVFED
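Decrease in fluorescence polarization of 20 nM Texas Red SRC2 coactivator peptide flagged inhibition of its binding to 0.6 uM TRb LBD; 1 uM T3 included, incubation 5 hr, ex 555/em 632 nm.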
Tau fibril FP: inhibitors of human tau fibril formation; 0.39% of 280,000 active; P10636; AID 1468; Potency, µM (highest dose often 57.7 µM), for inactives: at the top dose activity, negative = inhibition, actives largely listed as inhibitors; K18 P301L tau heparin fibrillization, Alexa594 FP, 6 h; note: % is set by controls: 0 for no effect and ±100 for the full control effect; nearly all actives have a fitted effect of over 55% in size
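FP of Alexa 594-tau after heparin (20 uM) induction. Substrate: human K18 P301L, 15 uM unlabeled, 0.24 uM labeled. Buffer 100 mM sodium acetate pH 7. 6 hr, 37 C.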
RECQ1 helicase: inhibitors of human RECQ1 DNA helicase | P46063 | RECQ1 DNA unwinding, red fluorescence kinetic read | Potency, µM (titrated, usually from 57.3 µM), inactives show at the highest dose activity, negative = inhibition, usual class: inhibitors | 0.54% of 240,000 active | AID 2549;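 note: plate controls were vehicle for no effect and no enzyme for full effect; nearly all actives have a fitted effect of over 30% in size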
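50 nM RECQ1T1 preincubated 15 min with compound in Tris pH 8.0 buffer with MgCl2, DTT, Tween-20 and 2.5 ug/ml poly(dI-dC); started with 200 nM TAMRA/BHQ-2 forked duplex and 2 mM ATP. Unwinding read as fluorescence (525/598 nm), two reads 2 h apart.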
L3MBTL1 inh: blocks human L3MBTL1 | Q9Y468 | AlphaScreen L3MBTL1–H3K9me1 peptide binding | Potency, µM (top dose mostly 57.1 µM), for inactives: at the top dose activity, negative = inhibition, hits mostly inhibitors | 0.66% of 230,000 active; note: % is set by controls: 0 for no effect and ±100 for the full control effect; nearly all actives have a fitted effect of over 60% in size
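L3MBTL1 50 nM + b-AHA-H3(1-15)K9me1 75 nM, 30 min RT; compound added, 30 min RT; streptavidin donor/Ni-chelate acceptor beads 10 ug/mL each final, 30 min RT dark; AlphaScreen read.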
Tau fluor cs: counter-screen for tau fibril formation inhibitors; tau K18 P301L Alexa594 fluorescence, heparin fibrillization; Potency, µM (highest dose often 57.7 µM), for inactives: at the top dose activity change, negative = decrease; 0.93% of 280,000 active; AID 1463; note: % is set by controls: 0 for no effect and ±100 for the full control effect; nearly all actives have a fitted effect of over 55% in size
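Human tau K18 P301L (15 uM unlabeled, 0.24 uM Alexa 594-labeled) in 100 mM sodium acetate pH 7 with 20 uM heparin, 6 hr at 37 C. ThT 30 uM added, 1 hr ambient; Alexa 594 FP and total fluorescence read at 555/632 nm.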
* = called active by the depositor; i = inactive; u = inconclusive; x = not tested or not shown; & = joins results of further samples; [ ] = remark or other dose. Unless noted, calls come from the whole dose curve; as a rule, active = well fitted curve in the direction sought with a large enough effect; inconclusive = small, poorly fitted or top-dose-only effect, or another doubt; inactive = no such curve, though single readings can be large; an effect the other way counts as inactive or inconclusive. Potency is the fitted concentration of half-maximal effect. This is a subset; rates above refer to the full screens.

SMILES	HTT ATP protect	TR SRC2 fluor cs	Tau ThT inhib	TRb-SRC2 inh	Tau fibril FP	RECQ1 helicase	L3MBTL1 inh	Tau fluor cs
CCCc1nc(SCC(=O)Nc2ccc(N3CCOCC3)cc2)c2ccccc2n1	34%[1.9 µM]	1%	u	-2%	-13%	-6%	4%	-21%
CC(=O)N1c2ccc(S(=O)(=O)N3CCCCCC3)cc2CC1C(=O)NCc1ccc(Cl)cc1 (stereo unspecified)	x	0%	2%	-4%	-14%	x	x	-18%
CC(NC(=O)C1CCCO1)c1ccccc1 (stereo unspecified)	-4%[10 µM]	0%	-9%	6%	-2%	-9%	x	-7%
CC1CCN(c2ccc(C=O)o2)CC1	16%[10 µM]	0%	-8%	7%	0%	i	1%	2%
CCn1c(O)c(N=NC(=O)CNC(=O)/C=C/c2ccco2)c2ccccc21	0%[10 µM]	-8%	u	-9%	-4%	-22%	-6%	-7%
CC(C)CCN1CCC(N)=NC1=O	-11%	0%	0%	3%	-2%	4%	x	1%
Cc1ccc(NC(=O)C2CCN(S(=O)(=O)c3cccc4cccnc34)CC2)nc1	12%	-2%	-2%	9%	-6%	-1%	2%	-7%
COc1cccc(OC)c1C(=O)N1CCN(Cc2ccccc2C(F)(F)F)CC1	-17%	-4%	-15%	-4%	-3%	0%	x	-3%
COc1ccc(C(=O)COC(=O)c2cc(-c3cccs3)nc3ccccc23)cc1	x	-2%	-5%	-3%	u	x	x	u
COC(=O)C1=CN(C)C=C(C(=O)OC)C1c1ccc(Cl)cc1Cl	6%	0%	3%	-1%	-4%	-2%	14%	-2%
CCc1ccccc1NC(=O)CSc1nc2c(c(-c3ccco3)c1C#N)CCCC2	-19%	-1%	9%	1%	-10%	-7%	1%	9%
Cc1ccc(NS(=O)(=O)c2cc([N+](=O)[O-])ccc2N/N=C/c2sc(N3CCOCC3)nc2-c2ccccc2)c(C)c1	-36%[10 µM]	-3%	x	-6%	15%	i	x	-22%
C=CCNC(=S)Nc1cccc(N)c1	11%	-3%	u	6%	2%	i	-7%	-24%
CCOc1ccc(Br)cc1S(=O)(=O)Nc1ccc(NC(=O)c2ccccc2C)cc1	9%[10 µM]	1%	1%	7%	-6%	4%	-11%	-27%
Cc1cccc(C)c1NC(=O)c1ccc([N+](=O)[O-])s1	44%[10 µM]	1%	0%	1%	1%	5%	-6%	-7%
COc1ccc(Cn2c(SCC(=O)NCc3ccc(Cl)cc3)nc3ccsc3c2=O)cc1	x	0%	7%	11%	0%	x	x	-8%
O=C1CCOc2cc(OCc3ccccc3)ccc21	-3%[10 µM]	2%	1%	-9%	-3%	5%	8%	5%
Cc1ccc2ccc(C(Nc3cccc(C(F)(F)F)c3)c3cccnc3)c(O)c2n1 (stereo unspecified)	-23%	1%	u	-5%	6%	-12%	6%	-7%
Cc1csc(SCC(=O)NC(=O)Cc2ccccc2)n1	-12%[10 µM]	u	-3%	-3%	-3%	-11%	1%	-1%
O=[N+]([O-])c1ccc(Cl)c2c1C1C=CCC1C(c1ccccn1)N2 (stereo unspecified)	-3%[10 µM]	-8%[53 µM]	25µM*	9%[53 µM]	u	-17%	u	u

Single entries from the entries so far.
`CC1CCN(c2ccc(C=O)o2)CC1` | L3MBTL1 inh: 1%
`Cc1cccc(C)c1NC(=O)c1ccc([N+](=O)[O-])s1` | TRb-SRC2 inh: 1%

Next structures follow.
SMILES	HTT ATP protect	TR SRC2 fluor cs	Tau ThT inhib	TRb-SRC2 inh	Tau fibril FP	RECQ1 helicase	L3MBTL1 inh	Tau fluor cs
COc1ccc(Nc2ncc(C(=O)Nc3cc(C)ccc3OC)c3ccccc23)cc1	x	-3%	u	4%	4%	x	x	3.5µM*[quencher]
S=C(Nc1ccc(Cl)cc1Cl)N1CCCCC1	x	0%	-3%	-1%	3%	-2%	4%	-2%
Cc1cc(CN(C)C)c(O)c(C2(C)CCCCC2)c1	-26%[0.074 µM]	1%	3%	-5%	-2%	-3%	x	-1%
O=C(Cc1ccc(Br)c2ccccc12)N/N=C/c1ccccn1	-86%[inhibitor]	-1%	u	1%	-15%	-12%	x	u
CCOC(Cn1cc(C)c(=O)[nH]c1=O)OCC	13%	-3%	1%	-2%	-4%	-8%	-6%	0%
CCOC(=O)c1c(-c2cccc([N+](=O)[O-])c2)csc1NC(=O)CCCOc1ccccc1	-8%[10 µM]	-4%	-17%	-1%	-1%	-13%	8%	u
O=C(NC(=S)Nc1ccc(Cl)cn1)C12CC3CC(CC(C3)C1)C2	-49%[inhibitor]	-3%	-6%	-3%	9%	-5%	-18%	-18%
CCOC(=O)Cc1nc(-c2cccc(C(F)(F)F)c2)no1	-14%	-1%	-13%	-2%	-11%	-5%	20%	-19%
O=C(CSc1nc2ccccc2c(=O)[nH]1)N1CCCCC1	-18%	2%	-4%	-17%	-2%	-4%	x	-1%
COc1cc(CN(C)CCc2ccccc2)ccc1OCc1ccccc1	-30%	-3%	2%	5%	2%	-11%	-5%	-9%
FC(F)(F)COc1nc(N2CCOCC2)nc(N(c2ccccc2)c2ccccc2)n1	14%[10 µM]	-8%	-12%	-6%	2%	-6%	-5%	-7%
Cc1nn(Cc2ccccc2)c(C)c1NC(=O)c1cc(C(C)C)on1	x	-21%	2%	5%	-16%	x	x	-14%
OC1CCCN(CC(O)c2ccccc2)C1 (stereo unspecified)	-24%	-2%	-11%	4%	-3%	-14%	x	-8%
CN(C)C(=O)Cn1cnc2c(cnn2-c2ccccc2Cl)c1=O	-6%	0%	-1%	-2%	0%	-12%	2%	4%
C#Cc1ccc([C@@H]2C=C(C(=O)Nc3ccccc3)O[C@H](OCC)[C@H]2CCCO)cc1	12%[10 µM]	-4%	-15%	-7%	-4%	u	7%	-16%
Cc1cccc(NC(=O)/C(C#N)=C\c2cn(CC(=O)O)c3ccccc23)c1	-10%	-1%	4%	8%	-5%	i	-6%	-2%
Cc1cnc(NC(=O)c2nn(C)cc2[N+](=O)[O-])s1	19%	-2%	5%	11%	-9%	i	-1%	-1%
Cc1ccc(N2CN(Cc3ccco3)CNC2=S)cc1	3%	1%	-7%	2%	-10%	-12%	x	-6%
COC(=O)CCCC1=CC2=CC(=O)C(C)(OC(=O)c3cnc4ccccc4n3)C(=O)C2=CO1 (stereo unspecified)	16%	1%	-3%	6%	2%	-1%	x	-5%
Cc1ccc(NC(=O)C2CC(=O)N/C(=N/N=C/c3ccco3)S2)cc1 (stereo unspecified)	22%[10 µM]	-5%	-3%	-3%	-13%	-7%	2%	-2%
CC(NC(=S)Nc1c(Cl)cccc1OC(F)F)C(C)(C)C (stereo unspecified)	-10%[10 µM]	2%	0%	6%	-3%	-5%	4%	-6%
CCOc1ccc(CNC(=O)CCS(=O)(=O)c2cc3c(cc2Cl)NC(=O)CO3)cc1OC	x	3%	-2%	0%	-5%	x	x	-6%
N#Cc1ncc(Cl)c2ccccc12	5%[10 µM]	1%	-4%	-4%	-3%	-4%	-2%	-9%
CS(=O)(=O)Nc1ccccc1C(=O)Nc1ccccc1Cl	35%[10 µM]	-10%	-5%	6%	1%	-5%	-1%	-1%
COc1ccc(C(=O)NC(=S)NNC(=O)c2ccc3ccccc3n2)cc1	-39%[10 µM]	-1%	u	0%	7%	-1%	u	5%
Cc1cc(OCC(=O)NCC(C)C)cc(C)c1Br	-21%	2%	-14%	-11%	3%	i	x	-15%
C=CCN1C=C2C(=O)C(C)(OC(=O)CCc3ccccc3)C(=O)C=C2C=C1c1ccc(C#N)cc1 (stereo unspecified)	-13%&10%[10 µM]	-5%[11.2 µM]	u	1%[11.2 µM]	-7%[11.6 µM]	3%[11.5 µM]	x	-11%[11.6 µM]
C/C(=N\OC(=O)c1ccccc1F)c1nccs1	-10%	2%	-14%	4%	-11%	-2%	6%	-16%
Cc1ccc(C(=O)COc2ccccc2C(=O)Nc2ccccc2)cc1	-15%	2%	-2%	-2%	-4%	7%	0%	-16%
COCCn1nnnc1C(c1ccccn1)N1CCN(c2cc(C)ccc2C)CC1 (stereo unspecified)	12%[10 µM]	-6%	-10%	0%	3%	-1%	x	-9%
COc1ccc(Oc2coc3c(CN4CCOCC4)c(O)ccc3c2=O)cc1	-3%	-2%	-10%	-1%	-1%	-15%	x	-6%
CCC(C)c1ccc(NC(=O)C/C(C)=N/NC(=O)c2cnccn2)cc1 (stereo unspecified)	x	-7%	-12%	2%	0%	1%	7%	-11%
CC(C)(C)c1ccccc1NC(=O)c1ccc2c(c1)SC1=NS(=O)(=O)CCN12	-11%[10 µM]	0%	0%	-7%	-1%	-2%	-13%	0%
O=C(Nc1ccccc1)Nc1nnc(SCc2ccc(Cl)cc2)s1	21%[10 µM]	1%	10%	-1%	u	-5%	-1%	-28%
CCN(c1ccccc1)S(=O)(=O)c1ccc(F)cc1C	22%[10 µM]	-2%	-13%	0%	-2%	-3%	8%	-10%
O=C(CSc1nc2cccnc2n1Cc1ccccc1)N1CCCC1	-10%	-4%	-9%	-8%	1%	-7%	-5%	-10%
CCc1ccccc1N(CC)C(=O)c1cc2c(s1)-c1ccccc1OC2	x	-16%	u	5%	-7%	x	x	-14%
COC(=O)c1ccc(OCC2c3cc(OC)c(OC)cc3CCN2C(=O)c2ccc(OC)cc2)cc1 (stereo unspecified)	x	0%	-5%	-1%	3%	x	x	-2%
O=C(NCCCN1CCOCC1)C(=O)N/N=C/c1cccc2ccccc12	15%[10 µM]	-5%	u	-3%	1%	2%	-5%	-9%

Three compounds from above, reduced to Tau fluor cs, Tau fibril FP and HTT ATP protect:
SMILES	Tau fluor cs	Tau fibril FP	HTT ATP protect
CCC(C)c1ccc(NC(=O)C/C(C)=N/NC(=O)c2cnccn2)cc1 (stereo unspecified)	-11%	0%	x
CC(C)(C)c1ccccc1NC(=O)c1ccc2c(c1)SC1=NS(=O)(=O)CCN12	0%	-1%	-11%[10 µM]
O=C(Nc1ccccc1)Nc1nnc(SCc2ccc(Cl)cc2)s1	-28%	u	21%[10 µM]
